Tau ThT inhib = tau fibrillization inhibition (ThT binding); AID 1460; recombinant tau K18 P301L (four-repeat tau fragment), heparin-induced fibrillization, ThT fluorescence; 270,000 compounds, 2.1% hits; P10636; Potency, µM (titrated, usually from 57.4 µM), inactives show top-dose activity, negative = inhibition, most hits filed as inhibitors; further: on the % scale 0 is the no-effect control and ±100 the full control effect; nearly all actives have a fitted effect of over 55% in size
Target sequence (P10636 561-689 P618L limits assumed): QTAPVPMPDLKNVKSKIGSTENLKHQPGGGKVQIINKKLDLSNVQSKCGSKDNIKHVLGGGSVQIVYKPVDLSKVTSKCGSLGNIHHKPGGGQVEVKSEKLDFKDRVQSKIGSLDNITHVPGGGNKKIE
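In this qHTS, human K18 P301L tau is incubated with compound and heparin for 6 hr at 37 C, and Thioflavin T fluorescence then reports fibril load.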
SMN2 splice enh = increases expression of the SMN2 splice variant | HEK293 SMN2-luciferase splicing reporter, luminescence, 30-36 h | Potency, µM (series often up to 46.1 µM), without a hit: at the highest dose activity change, positive = activation, actives largely listed as activators | 210,000 compounds, 2.8% hits; further: % of control where 0% means no effect; nearly all actives have a fitted effect of over 55% in size
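qHTS luciferase splicing reporter: luminescence rises when SMN2 exon 7 is included in transfected HEK293 cells. Compound exposure lasted 30-36 h at 37C, with 4.5 mM final sodium butyrate as control, followed by a ONE-Glo read.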
KinaseGlo FLuc = Kinase-Glo luciferase inhibition (counter-screen). Q27757. Kinase-Glo luciferase, ATP luminescence, 8 min. Potency, µM (highest dose often 38.3 µM), without a hit: at the highest dose activity change, negative = inhibition, actives largely listed as inhibitors. 200,000 compounds, 0.28% hits. AID 1379; further: on the % scale 0 is the no-effect control and ±100 the full control effect; nearly all actives have a fitted effect of over 60% in size
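Substrate mix (final 50 mM imidazole pH 7.2, 50 mM KCl, 7 mM MgCl2, 10 uM ATP, 0.01% Tween 20, 0.05% BSA) plus pin-tool compound, then Kinase-Glo detection mix; 8 min ambient, luminescence read.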
Lamin A splicing = LMNA splicing modulation. HeLa LMNA splicing GFP/RFP minigene ratio, 48 h. Potency, µM (doses to about 46.1 µM), for inactives: at the top dose ratio change, negative = inhibition, hits mostly inhibitors. 200,000 compounds, 0.01% hits; active means well fitted inhibition curve with a large enough effect in the signal ratio, with a control signal flat, not every such curve was filed as active; inconclusive means small, poorly fitted or top-dose-only effect, or effect the other way, or a change in a side signal; the % refers to the signal ratio; further: on the % scale 0 is the no-effect control and ±100 the full control effect
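Read-out is the ratio of GFP to DsRed2 object intensity, acquired by 488 nm laser-scanning cytometry on HeLa lamin A-EGFP minigene reporter cells. Compound incubation 48 hrs at 37 °C in Opti-MEM with 2% FBS; DMSO 0.5% final.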
L3MBTL1 block = inhibitors of human L3MBTL1 | AlphaScreen L3MBTL1–H3K9me1 peptide binding | Potency, µM (doses to about 57.1 µM), without a hit: at the highest dose activity, negative = inhibition, hits mostly inhibitors | 230,000 compounds, 0.66% hits | AID 485360 | Q9Y468; further: on the % scale 0 is the no-effect control and ±100 the full control effect; nearly all actives have a fitted effect of over 60% in size
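AlphaScreen assay: L3MBTL1 (50 nM final) was preincubated 30 min at room temperature with biotinylated H3(1-15)K9me1 peptide (75 nM final), then 30 min with library compounds; streptavidin donor and nickel chelate acceptor beads (10 ug/mL final) added, 30 min dark.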
ALDH1A1 inh = ALDH1A1 (human) enzyme inhibition; P00352; Purified ALDH1A1, NADH fluorescence, propionaldehyde substrate; Potency, µM (titrated, usually from 75.3 µM), for inactives: at the highest dose activity, negative = inhibition, usual class: inhibitors; 220,000 compounds, 7.3% hits; active means well fitted inhibition curve with a large enough effect, not every such curve was filed as active; inconclusive means small, poorly fitted or top-dose-only effect, or another doubt; inactive means no such curve, though single readings can be large or run the other way;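 further: plate controls were no enzyme wells and a reference inhibitor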
RECQ1 inh = blocks DNA unwinding by human RECQ1 | AID 2549 | Potency, µM (highest dose often 57.3 µM), for inactives: at the top dose activity, negative = inhibition, hits mostly inhibitors | 240,000 compounds, 0.54% hits | RECQ1 DNA unwinding, red fluorescence kinetic read;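 further: plate controls were vehicle for no effect and no enzyme for full effect; nearly all actives have a fitted effect of over 30% in size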
Target sequence (P46063 whole entry, looked up): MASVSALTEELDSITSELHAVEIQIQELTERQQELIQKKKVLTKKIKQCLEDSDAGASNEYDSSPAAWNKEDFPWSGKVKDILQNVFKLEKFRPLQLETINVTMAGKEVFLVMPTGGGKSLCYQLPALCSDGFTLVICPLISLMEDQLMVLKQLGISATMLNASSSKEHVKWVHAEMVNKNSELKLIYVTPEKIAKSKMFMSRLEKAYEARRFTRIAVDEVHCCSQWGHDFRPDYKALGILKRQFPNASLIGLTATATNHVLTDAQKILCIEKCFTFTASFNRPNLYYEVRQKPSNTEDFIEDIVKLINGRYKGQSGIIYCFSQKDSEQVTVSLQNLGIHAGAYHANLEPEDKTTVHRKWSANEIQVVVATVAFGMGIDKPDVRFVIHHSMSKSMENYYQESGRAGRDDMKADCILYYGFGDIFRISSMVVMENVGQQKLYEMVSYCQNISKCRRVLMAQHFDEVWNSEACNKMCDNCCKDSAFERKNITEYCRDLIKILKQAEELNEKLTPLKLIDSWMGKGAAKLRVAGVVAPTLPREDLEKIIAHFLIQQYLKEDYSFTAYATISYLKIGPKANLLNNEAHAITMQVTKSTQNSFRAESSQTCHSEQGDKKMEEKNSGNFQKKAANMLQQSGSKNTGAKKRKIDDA
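50 nM RECQ1T1 preincubated 15 min with compound in Tris pH 8.0 buffer with MgCl2, DTT, Tween-20 and 2.5 ug/ml poly(dI-dC); started with 200 nM TAMRA/BHQ-2 forked duplex and 2 mM ATP. Unwinding read as fluorescence (525/598 nm), two reads 2 h apart.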
JMJD2E inh = JMJD2E (human) inhibition | B2RXH2 | JMJD2E catalytic domain, FDH-coupled NADH fluorescence (FDH is formaldehyde dehydrogenase) | Potency, µM (top dose mostly 57.1 µM), for the others: top-dose activity change, negative = inhibition, usual class: inhibitors | 230,000 compounds, 1.6% hits | AID 2147; active means well fitted inhibition curve with a large enough effect, not every such curve was filed as active; inconclusive means small, poorly fitted or top-dose-only effect, or another doubt; inactive means no such curve, though single readings can be large or run the other way;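 further: 0% = wells with enzyme and -100% = buffer wells without enzyme; nearly all actives have a fitted effect of over 50% in size; many of its hits are not listed in these tables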
The depositor's hits bear a star; i = inactive; ? = inconclusive; · = no result given; [ ] = another dose, or the depositor's remark. Unless noted, the call rests on the fitted dose curve; in most records, active means well fitted curve in the direction sought with a large enough effect; inconclusive means small, poorly fitted or top-dose-only effect, or another doubt; inactive means no such curve, though single readings can be large; an effect the other way counts as inactive or inconclusive. Potency means the concentration at half of the fitted maximal effect. This is a subset (hit frequency here may not be typical).

Molecule	Tau ThT inhib	SMN2 splice enh	KinaseGlo FLuc	Lamin A splicing	L3MBTL1 block	ALDH1A1 inh	RECQ1 inh	JMJD2E inh
Cc1cnn(C(=O)c2cc(-c3ccccc3)nc3ccccc23)c1	-17%	7%	-4%	-2%	7%	-11%	-6%	?
O=C1NCCN1CCNS(=O)(=O)c1ccc(F)c(Cl)c1	2%	·	·	·	2%	5%	-10%	1%
COc1cccc(C(=O)Nc2ccc(NC(C)=O)cn2)c1	-3%	?	-5%	-6%	10%	4%	5%	9%
Cc1ccc(CNC(=O)C2CCCN(c3nc(C)cc(C)n3)C2)cc1 (configuration not stated)	-4%	2%	9%	-1%[46 µM]	1%	-4%	i	?
CCC1=[N+](CC(=O)c2ccc(Br)cc2)CCn2c(C)ccc21	?	·	·	·	-20%	·	-6%	?
CCCOc1ccc(-c2nnn(CC(=O)c3ccc4c(c3)OCCO4)n2)cc1	-8%	-14%	0%	?	3%	0%	i	0%
C=C(C)CN(CC)C(=O)c1ccc(OC2CCN(S(=O)(=O)N(C)C)CC2)cc1	12%	·	0%	·	11%	9%	i	?
COc1ccc(CC(=O)NNC(=O)Cc2ccc(OC)cc2)cc1	4%	7%	1%	·	8%	-9%	i	2%
N#Cc1ccc(C(c2nnnn2Cc2ccccc2)N2CCCC2)cc1 (configuration not stated)	-5%	-4%	-3%	1%	-5%	0%	-7%	3%
COC(=O)c1c(N)n(CCCN2CCOCC2)c2nc3ccccc3nc12	-7%	11%	-2%	5%[0.0737 µM]	2%	?	-7%	?
O=C1c2ccccc2NC(c2ccc(Cl)cc2Cl)N1Cc1ccccc1 (configuration not stated)	-1%	4%	-4%	10%	·	?	i	?
Cc1ccc(S(=O)(=O)NCCC(=O)OCC(=O)Nc2cccc(S(=O)(=O)NC3=NCCCCC3)c2)cc1	6%	-25%	5%	?	·	-9%	-2%	-6%
Cc1ccc(CSc2nnc([C@@H]3CCCN3)o2)cc1	-6%	2%	5%	14%	5%	2%	i	4%
COC(=O)c1cnn2c1C(=O)N(Cc1cccs1)CC2	0%	1%	-2%	5%[46 µM]	-15%	4%	-12%	1%
Nc1nncn1C(=O)c1c(Cl)cccc1Cl	-3%	25%	2%	6%	6%	13%	-2%	12%
Nc1nnc(SCC(=O)OCc2ccc(Cl)c(Cl)c2)s1	0%	15%	0%	-2%	6%	12%	-7%	3%
COc1ccc2[nH]c3c(=O)n4c(nc3c2c1)SCC4	-4%	·	·	·	·	?	-4%	?
Cc1ccc(NC(=O)c2nc[nH]c2C(=O)N2CCOCC2)c(C(=O)c2ccccc2)c1	-3%	-6%	2%	7%[46 µM]	-5%	2%	-5%	6%
CC(C)N(Cc1nc(-c2ccccc2)no1)C(=O)c1ccc([N+](=O)[O-])cc1	-2%	-9%	4%	?	-3%[11.4 µM]	-8%	i	-2%
CCCOc1ccc2oc(=O)c3c(c2c1)CCCN3C(=O)CN1CCN(C(=O)c2ccco2)CC1	?	-26%	2%	-1%	2%	?	0%	?

(further entries)
Molecule	Tau ThT inhib	SMN2 splice enh	KinaseGlo FLuc	Lamin A splicing	L3MBTL1 block	ALDH1A1 inh	RECQ1 inh	JMJD2E inh
O=C(CNS(=O)(=O)c1cccc(Cl)c1)Nc1ccc(-c2nc3ccccc3s2)cc1	-10%	4.5µM*	5%	-7%	1%	?	-2%	?
COCCn1c(SCC(=O)Nc2cccc(OC)c2)nnc1-c1ccccc1	-5%	19%	-3%	-4%	7%	3%	-12%	2%
COc1ccc(NC(=O)/C=C/C(=O)O)c([N+](=O)[O-])c1	-15%	·	·	·	-7%	19µM*	-12%	-11%
O=C(O)CSc1nnc(Cc2ccccc2)n1-c1ccccc1	-2%	23%	0%	-4%	15%[11.4 µM]	?	-2%	-4%
CCCCC(c1nnnn1CCOC)N1CCN(CC)CC1 (configuration not stated)	-4%	5%	0%	-12%	2%	1%	-7%	3%
COc1ccccc1N1CCN(C[C@@H]2CN3C(=O)N(C)c4ccccc4C3=N2)CC1	-11%	·	1%	·	·	-5%	-1%	13%
CCCCCCCCCCCCCCCC(=O)OC(CO)CO	?	4%	0%	·	·	-3%	-6%	-11%
O=c1cc(-c2ccccc2)[nH]c2cc(F)ccc12	-10%	-21%	-2%	?	4%	14%	8%	-2%
Cc1ccc(C(=O)NNc2ncnc3c2cnn3C)cc1	-5%	·	·	·	15%	3%	10%	0%
CCN(CC)Cc1cc(NC2=NS(=O)(=O)c3ccccc32)ccc1OC(=O)C(C)C	-6%	-7%	1%	0%	·	14%	-16%	-2%
Brc1ccc(-c2nc3ncccn3c2NC2CCCCC2)o1	?	-10%	-3%	-3%	·	-5%	-10%	-1%
CSCC(NS(=O)(=O)c1ccc(C)cc1)C(=O)O (configuration not stated)	-6%	·	1%	16%[46 µM]	17%	0%	i	-3%
COc1ccc2c(c1OC)C(=O)N(c1nccs1)C2	-8%	13µM*	-4%	-5%	-5%	?	-7%	?
CCC(SC1=NCCS1)C(=O)Nc1ccc(S(N)(=O)=O)cc1 (configuration not stated)	12%	12%	2%	5%	-14%	9%	4%	0%
CC(=O)Nc1c(C(=O)C2CC2)oc2ccccc12	-2%	5%	-1%	13%	9%	4%	-1%	?
COC(=O)c1c(NC(=O)CSc2nnc(-c3ccco3)n2Cc2ccccc2)sc(C)c1C	?	-4%	2%	?	·	-2%	-6%	-7%
CCc1ccc(N2CC(C(=O)Nc3ccccc3F)CC2=O)cc1 (configuration not stated)	-11%	4%	10%	-4%	3%	12%	-5%	-4%
O=C(NC(=S)Nc1ccc(N2CCCC2)cc1)c1ccccc1[N+](=O)[O-]	?	0%	3%	?	-9%	?	-7%	-5%
CC(C)CC(=O)NC(c1cccs1)c1ccc2cccnc2c1O (configuration not stated)	8%	·	0%	-24%[46 µM]	8%	-10%	-7%	1%
Cc1cc(C)nc(Nc2ccc(C)c([N+](=O)[O-])c2)n1	-7%	·	-2%	4%[46 µM]	-13%	?	17%	-8%

Carrying on:
Molecule	Tau ThT inhib	SMN2 splice enh	KinaseGlo FLuc	Lamin A splicing	L3MBTL1 block	ALDH1A1 inh	RECQ1 inh	JMJD2E inh
Cc1ccc(CNC(=O)COC(=O)Cc2ccc(-c3ccccc3)cc2)cc1	-6%	10%	3%	0%	-13%	-7%	-3%	5%
O=C(Nc1cccc2ccccc12)N1CCN(Cc2ccccc2)CC1	-9%	-10%	-3%	?	2%	?	-1%	?
CC1CCC(C(C)C)C(OCC(O)CNC(C)(C)C)C1 (configuration not stated)	-10%	-6%	8%	·	·	1%	-2%	-20%
CCn1nc(CC(=O)Nc2nnc(CC(=O)N3CCCCC3)s2)c2ccccc2c1=O	-8%	-20%	5%	2%	·	-7%	-3%	3%
Cc1nc(C)c(C(=O)NNS(=O)(=O)c2ccccc2)s1	2%	-12%	4%	-13%	12%	14%	-2%	4%
N/C(=N\OC(=O)c1cnn(-c2ccccc2)c1C(F)(F)F)c1cc(C(F)(F)F)cc(C(F)(F)F)c1	-11%	·	·	·	-3%	·	-2%	-3%
CC(C)NS(=O)(=O)c1ccc(CCC(=O)N2CCc3ccccc3C2)cc1	-6%	-18%	-1%	·	·	2%	0%	2%
COc1cc(OC)cc(-c2nc(-c3cccs3)no2)c1	-14%	26%	-6%	·	?	?	14%	?
C=CCSc1ncccc1C(=O)NCc1ccccc1	-8%	-12%	-3%	14%	5%	-5%	-2%	4%
OCC1CCN(Cc2nc(Cc3ccccc3Cl)no2)CC1	-11%	·	-4%	14%[46 µM]	-3%	-1%	-7%	-14%
CC(C)(O)c1cc(=O)sc2nc3ccccc3n12	0%	14µM*	-7%	-6%	3%	3%	-5%	-4%
C(=Nc1cccc2c(N=Cc3ccco3)cccc12)c1ccco1	?	3%	-3%	·	-15%	?	-7%	?
Cc1ccc(NC(=O)Cn2nnc3ccccc32)cc1	4%	·	0%	-4%[46 µM]	-1%	10%	-4%	-21%
Cc1cc2cc3c(cc2nc1SCC(=O)Nc1nc(C)c(C)s1)OCO3	-19%	?	3%	0%	-2%	?	-1%	-7%
Cn1c(Cn2c3ccccc3c3ccccc32)n[nH]c1=S	-6%	·	·	·	1%	7%	12%	-13%
Cc1ccc(-n2c(SCC(=O)NCC3CCCO3)nc3n[nH]c(C)c3c2=N)cc1Cl (configuration not stated)	-3%	-20%	-2%	?	-1%	-5%	-5%	0%
COc1ccc2c(CC(=O)OCC(=O)Nc3ccc4c(c3)OCO4)coc2c1	?	·	4%	-11%	·	?	-6%	?
CCC1/C(=N\O)CC(c2ccco2)NC1c1ccco1 (configuration not stated)	4%	?	-2%	-11%	-5%	?	-1%	-3%
O=C(Nc1ccc(F)cc1)N1CCCC(c2nc3c(nnn3Cc3ccccc3Cl)c(=O)[nH]2)C1 (configuration not stated)	-8%	-15%	-2%	·	·	?	-1%	-4%
O=[N+]([O-])c1cccc(C(=S)N2CCN(c3ccccc3)CC2)c1	?	-18%	4%	?	-16%	16µM*	i	-21%

Next part.
Molecule	Tau ThT inhib	SMN2 splice enh	KinaseGlo FLuc	Lamin A splicing	L3MBTL1 block	ALDH1A1 inh	RECQ1 inh	JMJD2E inh
O=C(CSc1nccc(=O)[nH]1)c1ccco1	?	10%	-4%	-6%[46 µM]	-20%	-7%	i	-4%
COc1ccc(S(=O)(=O)NC(CC(=O)O)c2ccco2)cc1 (configuration not stated)	-4%	-5%	3%	1%	8%	-7%	12%	5%
COc1ccc2[nH]cc(/C=N/NS(=O)(=O)c3ccc(C)cc3)c2c1	?	·	·	·	-7%	·	-12%	1%
C=CCSc1nnc(-c2nnc(SCC=C)n2-c2ccccc2)n1-c1ccccc1	-12%	12%	-2%	5%	-4%	?	4%	3%

Screens: PubChem BioAssay, National Center for Advancing Translational Sciences (NCATS)
